Screens deposited in PubChem BioAssay by several laboratories.
TcdB GH inh – blocks C. difficile toxin B glycohydrolase activity; P18177; TcdB glycohydrolase enzymatic assay, plate reader; inhibition, % at 9.99 µM; 350,000 tested, 0.24% active; AID 652162; in the data active = inhibition above about 10%
Anthrax LF inh2 – anthrax lethal factor protease inhibition | inhibition, % at 10 µM | AID 588501 | 360,000 tested, 0.12% active | multiplex microsphere protease cleavage assay, LF; note: plate controls were buffer without enzyme for full effect and enzyme alone for no effect
Target sequence (P15917 whole entry, looked up): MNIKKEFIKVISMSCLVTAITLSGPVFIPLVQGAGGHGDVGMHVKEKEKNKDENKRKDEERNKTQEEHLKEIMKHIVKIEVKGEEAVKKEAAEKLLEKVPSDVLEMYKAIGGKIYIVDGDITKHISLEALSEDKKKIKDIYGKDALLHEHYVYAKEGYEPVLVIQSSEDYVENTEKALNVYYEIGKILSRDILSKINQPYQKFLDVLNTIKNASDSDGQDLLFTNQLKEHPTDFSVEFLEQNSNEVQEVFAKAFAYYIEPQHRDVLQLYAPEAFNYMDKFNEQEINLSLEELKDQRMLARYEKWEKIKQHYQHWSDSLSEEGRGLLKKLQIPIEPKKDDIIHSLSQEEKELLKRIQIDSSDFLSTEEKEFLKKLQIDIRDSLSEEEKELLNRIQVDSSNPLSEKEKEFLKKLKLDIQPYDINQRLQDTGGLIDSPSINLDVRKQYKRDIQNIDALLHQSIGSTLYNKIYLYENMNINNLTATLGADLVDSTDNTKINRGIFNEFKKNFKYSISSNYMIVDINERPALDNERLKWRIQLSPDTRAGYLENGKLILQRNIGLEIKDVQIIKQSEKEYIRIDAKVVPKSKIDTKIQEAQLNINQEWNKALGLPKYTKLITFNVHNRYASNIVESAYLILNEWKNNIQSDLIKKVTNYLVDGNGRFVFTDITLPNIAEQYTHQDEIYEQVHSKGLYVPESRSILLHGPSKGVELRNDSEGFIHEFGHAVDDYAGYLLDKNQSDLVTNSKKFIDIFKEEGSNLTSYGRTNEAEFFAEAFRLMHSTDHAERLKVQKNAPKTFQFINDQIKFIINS
PrPC TRFRET – reduces human prion protein on the cell surface; P04156; cell surface PrPC, TR-FRET read-out; inhibition, % at 13.8 µM; 370,000 tested, 0.43% active; AID 720596; in the data active = inhibition above about 24%; note: 0% = median of the test wells and 100% = reference compound wells
BoNT-A LC inh2 – blocks Botulinum neurotoxin A light chain protease; 360,000 tested, 0.17% active; multiplex microsphere protease substrate cleavage, flow cytometry; inhibition, % at 10 µM; note: plate controls were buffer without enzyme for full effect and enzyme alone for no effect
PfHsp40 rescue – rescue of PfHsp40-mediated yeast toxicity | AID 504582 | 340,000 tested, 0.68% active | S. cerevisiae expressing PfHsp40, growth rescue, ATP luminescence | growth rescue, % at 12.5 µM; in the data active = growth rescue above about 28%, passing the limit was not always enough; inconclusive = no clear call, values can overlap the other calls;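 note: yeast W303a lacking pdr1 and pdr3 grown in galactose medium; growth measured after three days at 30 °C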
Yp Topo-I inh – inhibitors of Yersinia pestis topoisomerase I; 360,000 tested, 0.064% active; activity, % at 10 µM; Y. pestis Topo-I cleavage product accumulation, plate reader; in the data active = activity above about 50%, passing the limit was not always enough; inconclusive = no clear call, values can overlap the other calls; note: inactives centre near 2
BH1578 lux ind – induces V. cholerae light production without autoinducers; 350,000 tested, 0.16% active; activation, % at 18.7 µM; V. cholerae BH1578 lux reporter, luminescence, 6 h; in the data active = activation mostly above about 9.7%, no sharp cut-off; inconclusive = no clear call, values can overlap the other calls; inactive = mostly below about 3.7%; note: not every result past the cut was called active; inactives centre near 0; reference of the scale not given here
SARS 3CLpro inh – SARS-CoV 3CLpro protease inhibition; P0C6X7; recombinant SARS-CoV 3CLpro, quenched FRET peptide cleavage; inhibition, % at 6 µM; 290,000 tested, 0.14% active; AID 1706; in the data active = inhibition above about 12%
SSB-PriA inh – inhibitors of Klebsiella pneumoniae PriA binding to SSB C-terminal tail; 430,000 tested, 0.6% active; AlphaScreen SSBct-PriA binding, biotinylated peptide; inhibition, % at 33 µM; AID 1272365; in the data active = inhibition mostly above about 37%, no sharp cut-off; inactive = mostly below about 20%;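 note: plate controls were negative control peptide for no effect and reference peptide for full effect; strong numbers were not always called active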
The depositor's hits bear a star; i = inactive; ? = inconclusive; . = no result given; & = joins results of further samples. Cut-off read from the data, not from the text of the source, unless noted: active = inhibition above about 30%; inconclusive = no clear call, values can overlap the other calls; inactive = below that. Only part of the results is shown, so the mix of outcomes need not match the whole.

SMILES	TcdB GH inh	Anthrax LF inh2	PrPC TRFRET	BoNT-A LC inh2	PfHsp40 rescue	Yp Topo-I inh	BH1578 lux ind	SARS 3CLpro inh	SSB-PriA inh
CSCC[C@H](NC(=O)[C@@H]1Cc2ccccc2CN1)C(=O)NC[C@H]1CC[C@H](C(=O)O)CC1	-1.5	-2	1	-1.5	1.3	4	i	-5	.
CCOC(=O)c1ccc(N=Cc2nc3ccccc3n2C)cc1	-0.3	3	5	-0.1	-1.3	0	-2.8	-5	-2
COc1cccc(NC(=O)Nc2cc(C)ccc2OC)c1	1.8	-1	18	0.4	0.1	-13	i	8	-16
CC(=O)N1CCc2cc(S(=O)(=O)CCC(=O)NCc3ccc(Cl)cc3)ccc21	1.2	6	4	-1.2	-0.8	-5	-0.4	3	-18
Cc1[nH]c2ccc(C(=O)N3CCN(c4ccccn4)CC3)cc2c1C	-0.9	-4	4	-0.3	2.2	-1	-0.6	-6	9
Cc1cc(CSc2ccccc2C(=O)O)on1	1.7	15	3	0.1	-1.1	-9	-2.2	-4	-7
CCC(CC)C(=O)Nc1cccc(C(=O)Nc2nccs2)c1	.	11	-5	0.7	-1.0	-9	.	1	3
CC(=O)Nc1ccc(Sc2ccccc2C(=O)O)c(C(=O)O)c1	-0.2	-5	3	-0.3	-0.1	-3	-0.3	1	-7
Cc1ccc(NC(=O)c2ccc3c(c2)nnn3C)cc1	-0.6	1	-2	0.0	0.6	-1	-2.5	-1	-8
C#CCOC(=O)CCC(=O)NCCc1ccccc1	.	-1	14	0.2	0.7	-6	i	-1	-13
COc1ccc(N2CCN(c3cc(C)c4ccccc4n3)CC2)cc1	0.2	-4	-5	-0.6	-0.1	1	2.4	1	-3
O=C(CSc1nc(-c2ccccc2)c(-c2ccccc2)[nH]1)NCc1ccco1	.	-3	10	0.3	-0.4	0	-0.9	-2	42*
CCOC(=O)C1CCCN(C(=O)c2cccc(OC(F)(F)F)c2)CC1 (stereo unspecified)	0.5	0	-5	-0.6	.	-8	-0.7	.	.
O=C(NC(=S)NNS(=O)(=O)c1ccccc1)c1cccnc1	11*	-3	-22	-1.0	0.5	14	-0.1	1	1
CC1Sc2ccc(S(=O)(=O)N3CCC(C(=O)N(C)Cc4ccccc4)CC3)cc2NC1=O (stereo unspecified)	0.4	3	11	0.6	-1.0	22	-0.3	4	-12
CCn1nc(-c2ccccc2)nc2c(=O)n(C)c(=O)nc1-2	.	-5	.	1.1	11	8	i	17*	-22
NCCCCCc1nnc(SCc2ccc(Cl)c(Cl)c2)o1	.	5	9	0.7	-0.9	-11	.	-3	-5
Cc1ccccc1-n1nc2c(c1NC(=O)c1cccc(F)c1)CS(=O)C2 (stereo unspecified)	1.6	-6	-7	-1.3	-0.2	-2	-0.1	-1	-13
COC(=O)C1=C(C)N=C2SCCC(=O)N2C1c1ccc(OC(=O)c2ccco2)cc1 (stereo unspecified)	.	-6	-1	-0.7	-2.4	5	-0.3	-9	0
COc1cc(S(=O)(=O)NCCCN2CCOCC2)ccc1-n1cnnn1	-0.2	-4	-1	-1.7	-0.8	11	i	-3	4
CCOc1cccc(C(=O)Nc2ccccc2C(=O)N2CCN(C)CC2)c1	0.9	3	4	-1.6	0.5	1	-0.2	5	-13
CCS(=O)(=O)N1CCN(S(=O)(=O)c2ccccc2)CC1	.	10	5	-1.0	-0.5	1	-0.6	-5	-3
COC(=O)C1C2c3ccccc3OC1(C)N=c1s/c(=C/c3cnn(C)c3C)c(=O)n12 (stereo unspecified)	.	0	-2	-0.4	1.6	15	.	-3	.
O=C(COC(=O)c1ccc(O)cc1O)c1ccc2c(c1)OCCO2	1.6	.	-2	.	0.1	4	i	.	-2
CCOC(=O)C1=CN(CC)S(=O)(=O)NC1c1ccccc1 (stereo unspecified)	0.7	0	-5	-0.8	0.3	-3	i	.	-8

(more compounds)
SMILES	TcdB GH inh	Anthrax LF inh2	PrPC TRFRET	BoNT-A LC inh2	PfHsp40 rescue	Yp Topo-I inh	BH1578 lux ind	SARS 3CLpro inh	SSB-PriA inh
Cc1c(NC(=O)C(=O)N/N=C/c2cccs2)c(=O)n(-c2ccccc2)n1C	-0.8	-10	5	-0.8	-0.5	-2	-0.5	-2	i
Cc1cc(C)cc(C(=O)NN2CCN(C)CC2)c1	0.8	-2	1	-0.3	0.0	8	-0.1	-3	-11
C[C@H](CO)N1C[C@H](C)[C@@H](CN(C)C(=O)c2ccc3c(c2)OCO3)Oc2cc(/C=C/c3ccccc3)ccc2S1(=O)=O	1.0&0.2&0.4	-6	-18	-0.9	.	5	-0.7	.	.
COc1ccc(C(=O)NC2CCSc3ccccc32)cc1 (stereo unspecified)	1.0	.	4	.	-0.6	1	i	1	-32
COc1cc(C(=O)N/N=C(\Cc2ncc[nH]2)c2ccccc2)cc(OC)c1OC	0.2	-4	8	-1.4	-0.9	1	-0.3	4	.
COC(=O)CNC(c1ccccc1)c1cc(Br)ccc1NC(=O)OCc1ccccc1 (stereo unspecified)	.	-5	-3	0.4	2.8	18	-0.3	5	1
C/C(=C\C(=O)O)CC(=O)O	.	2	1	0.0	-0.8	-6	i	2	-18
CCn1c(COc2ccccc2OC)nnc1SCC(=O)NC1CCCC1	0.1	0	9	1.0	0.3	-2	-0.2	-4	4
CCN(C(=O)COC(=O)c1ccc(Cl)nc1)C1CCS(=O)(=O)C1 (stereo unspecified)	0.4	-2	4	1.3	0.3	0	0.1	4	-20
CCCCCOc1cccc(C2C(C(=O)c3cccs3)=C(O)C(=O)N2CCN2CCOCC2)c1 (stereo unspecified)	-0.1	-13	4	8.4	-0.7	17	-0.4	.	-3
O=S(=O)(NCC1CCCO1)c1cc(Cl)ccc1Br (stereo unspecified)	.	-2	-5	-0.3	-0.9	-11	-0.2	0	-20
CC(C)c1cc(C(N)=O)c(NC(=O)C2CCC2)s1	1.5	0	-4	0.7	-1.4	-8	i	7	-18
CCOC(=O)c1c(NC(=O)C2COc3ccccc3O2)sc2c1CCN(Cc1ccccc1)C2 (stereo unspecified)	.	-1	-1	0.3	3.0	32	-0.3	2	9&9
CN(C)CCCNC(=O)c1cccc(-c2ccc3nccn3c2)c1	0.7	-1	-10	-0.5	.	-9	-0.7	.	.
C[N+](C)(C)CCOc1ccc([N+](=O)[O-])cc1	2.1	4	-5	0.7	0.5	8	i	3	-10
Fc1ccc(CN2CCCN(Cc3nc(-c4ccc5c(c4)OCO5)no3)CC2)cc1	0.6	1	-1	0.0	3.5	2	-0.3	0	3
CN(Cc1ccccc1)C(=O)COC(=O)CCNC(=O)c1ccccc1Cl	0.1	0	-1	-0.1	0.5	-9	0.3	5	-11
CCN(CC)CCNC(=O)c1ccc(NC(=O)c2ccc(F)cc2F)cc1	-1.1	0	-8	-0.5	-0.3	-9	-0.3	4	-10
Cc1c(NC2=CC(=O)CCC2)c(=O)n(-c2ccccc2)n1C	-0.6	1	2	0.0	0.5	0	0.5	3	-4
CCOC(=O)N1CCN(C(=O)c2noc3c2COc2ccccc2-3)CC1	1.1	-4	-2	0.1	0.0	9	-0.9	2	-29
CCc1ccccc1OCC(=O)OCC(=O)N1CC(=O)Nc2ccccc21	1.6	-1	1	-0.5	-1.1	11	-0.2	0	-10
COc1cc(SC)ccc1C(=O)Nc1ccccn1	2.8	-2	3	-0.2	1.2	10	-0.4	-1	-7
Cc1occc1-c1nnc(SCC(=O)N2CCCCC2)o1	0.3	3	1	-0.3	1.5	5	i	1	12
COc1ccc2nc(NC(=O)Cc3ccc(OC)c(S(=O)(=O)N4CCOCC4)c3)sc2c1	.	-2	9	-0.2	1.2	-5	-0.6	3	-8
CC(=O)c1c(C)[nH]c(C(=O)N2CCN(c3ccccn3)CC2)c1C	1.1	1	-2	-0.5	-0.6	3	-0.3	-7	-11

Reformatted field by field: part of the list above.
> CCN(CC)CCNC(=O)c1ccc(NC(=O)c2ccc(F)cc2F)cc1
- TcdB GH inh: -1.1
- Anthrax LF inh2: 0
- PrPC TRFRET: -8
- BoNT-A LC inh2: -0.5
- PfHsp40 rescue: -0.3
- Yp Topo-I inh: -9
- BH1578 lux ind: -0.3
- SARS 3CLpro inh: 4
- SSB-PriA inh: -10
> Cc1c(NC2=CC(=O)CCC2)c(=O)n(-c2ccccc2)n1C
- TcdB GH inh: -0.6
- Anthrax LF inh2: 1
- PrPC TRFRET: 2
- BoNT-A LC inh2: 0.0
- PfHsp40 rescue: 0.5
- Yp Topo-I inh: 0
- BH1578 lux ind: 0.5
- SARS 3CLpro inh: 3
- SSB-PriA inh: -4

Continued.
SMILES	TcdB GH inh	Anthrax LF inh2	PrPC TRFRET	BoNT-A LC inh2	PfHsp40 rescue	Yp Topo-I inh	BH1578 lux ind	SARS 3CLpro inh	SSB-PriA inh
COc1cc2nc(CN3CCOCC3)n(CC(=O)N3CCCCCC3)c(=O)c2cc1OC	-0.9	2	0	0.3	-1.4	0	-0.1	4	1
CC(NC(=O)COC(=O)c1cccc(S(=O)(=O)N2CCCC2)c1)c1ccccc1 (stereo unspecified)	0.8	-7	-3	-0.1	-0.7	13	-7.1	.	-5
Cc1c(Cl)cccc1NC(=O)Nc1ccn(C)n1	.	1	10	-0.2	-0.2	-3	5.6	-5	-21
C/C(=C\c1ccc(C(=O)O)cc1)c1ccc2c(c1)C(C)(C)CCC2(C)C	-8.8	0	7	-0.3	0.2	2	-0.3	.	7
CCCCCCCCCC(=O)N/N=C(\C)c1cccnc1	.	-4	0	1.0	0.3	29	-0.3	-3	.
Cc1noc(C)c1COc1ccc(C(=O)NCCc2ccc(S(N)(=O)=O)cc2)cc1	2.3	-4	-1	0.2	0.8	-3	-1.4	.	-12
OC[C@@H](O)[C@H](O)C(/C=N/Nc1ccccc1)=N\Nc1ccccc1	-8.1	16	14	?	0.9	-17	i	0	.
C(=N\n1cnnc1)/c1cccc(Oc2ccccc2)c1	.	-1	3	1.0	0.7	11	12	2	.
Cc1ccc(NC(=O)Cn2nnc(C(=O)NCc3ccco3)c2N)cc1	.	-2	3	1.3	-0.1	0	-1.6	-4	-16
O=C(c1ccco1)N1CCN(Cc2nc(Cc3ccccc3)no2)CC1	1.2	-2	1	-1.7	-1.2	7	-1.4	6	9
O=c1ccn([C@@H]2O[C@H](COS(=O)(=O)O)[C@@H](O)[C@H]2O)c(=O)[nH]1	1.8	-2	-4	0.5	0.1	-11	i	.	-5
O=C(C1Cc2ccccc2CN1S(=O)(=O)c1cccs1)N1CCCCCC1 (stereo unspecified)	.	3	2	1.3	-0.7	17	i	-2	-6
CC1(c2cccc3ccccc23)NC(=O)N(CC(=O)NC2CCS(=O)(=O)C2)C1=O (stereo unspecified)	0.1	-1	2	0.0	-1.1	3	-0.7	-4	-3
Cc1ccc(C2CC(=O)C(C=NCCN3CCN(CC(=O)Nc4cc(C)cc(C)c4)CC3)=C(O)C2)cc1 (stereo unspecified)	-0.5	1	2	0.1	-0.4	29	4.3	2	12
CN1CCN(CCCNC(=O)C2CC(=O)N(C3CCCCC3)C2)CC1 (stereo unspecified)	.	-5	-4	-0.4	-1.4	6	i	-7	-16
CCc1nnc(NC(=O)CCC(=O)N2CCN(S(=O)(=O)c3ccc(OC)cc3)CC2)s1	-2.3	0	2	-0.7	-1.5	9	-0.3	2	-13
CN(CCN1CCOCC1)C(=O)c1cc(COc2ccc(F)cc2Cl)on1	0.7	-4	3	-0.3	.	10	-0.5	.	.
Nc1c2c(=O)[nH]c(O)cc2nn1-c1ccccc1	0.0	-6	-8	-0.1	0.8	5	-5.0	.	-12
CSc1nc(COC(=O)NC(C)C)c(COC(=O)NC(C)C)n1Cc1ccccc1	0.0	-2	9	-0.4	.	.	.	.	.
CC1CCCCC1NC(=O)COC(=O)c1ccc(S(=O)(=O)N2CCOCC2)cc1 (stereo unspecified)	-2.1	-7	-2	0.8	0.3	-4	0.2	-2	-15
C[C@]12c3[nH]c4cc(-c5ccco5)ccc4c3CCN1C(=O)[C@@H](CC(=O)NCCCn1ccnc1)C[C@@H]2C(=O)N1CCCCC1	4.3	-2	-8	-1.0	0.2	19	-0.5	.	22
